# GRIN3A LBD mod – binders of NR3A ligand-binding domain, primary screen, biophysical, differential scanning fluorimetry, uHTS. Glutamate receptor ionotropic, NMDA 3A (GRIN3A) ligand-binding domain. NR3A LBD differential scanning fluorimetry, Tm shift; 0% = protein alone, 100% = glycine-bound protein. Tm shift relative to glycine control, % at 25 µM. 340,000 compounds, 2.5% hits. AID 1259313, 2017;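 active = melting temperature shift of at least 10% of the positive control shift, at one fixed dose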
# SENP1 inh – human SENP1 catalytic domain inhibitors, primary screen, biochemical, FRET, uHTS; Sentrin-specific protease 1 (Homo sapiens), Q9P0U3; recombinant SENP1 catalytic domain, CyPet-SUMO1-YPet FRET cleavage; inhibition, % at 10 µM; 360,000 compounds, 0.21% hits; AID 624204, 2012;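 active = inhibition at least 30% at 10 µM, raw YFP signal under a set limit, fluorescence ratio 0.5 to 1.5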;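 note: 0% = enzyme with DMSO and 100% = no enzyme wells; some results filed as inactive read as strong as hits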
#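 Material: hSENP1 catalytic domain, recombinant; medium: Tris pH 8 with BME, BSA, NP40 and catalase; compound: single concentration of 10 µM compound, 0.5% DMSO final; technique: FRET read of cyan and yellow fluorescence; timing: 50 min enzyme reaction, room temperature, light-protected; reagent: SFCypet-SUMO1-SFYpet substrate at 25 nM; control set: no-enzyme low, enzyme-DMSO high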
# SENP8 block – human SENP8 protease inhibitors, primary screen, biochemical, fluorescence, Nedd8 protein substrate, uHTS | Sentrin-specific protease 8 (Homo sapiens), Q96LD8 | recombinant SENP8 | inhibition, % at 20 µM | 360,000 compounds, 0.64% hits | AID 602440, 2012; in the data active = inhibition mostly above about 40%, no sharp cut-off; inactive = mostly below about 27%
# Target sequence (Q96LD8 whole entry, looked up): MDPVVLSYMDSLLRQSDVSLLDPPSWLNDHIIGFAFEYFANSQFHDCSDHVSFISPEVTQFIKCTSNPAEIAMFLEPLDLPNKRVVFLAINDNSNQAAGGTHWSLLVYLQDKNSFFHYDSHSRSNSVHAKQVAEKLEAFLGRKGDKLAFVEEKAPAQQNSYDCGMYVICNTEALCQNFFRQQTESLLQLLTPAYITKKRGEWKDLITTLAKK
# MPTP inh – mitochondrial permeability transition pore inhibitors, primary screen, biochemical, isolated mouse mitochondria, absorbance. Ca2+ swelling absorbance, 30 min. inhibition, % at 10 µM. AID 602449, 2012. 360,000 compounds, 1.4% hits;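 active = inhibition of 50% or more, scaled per plate between neutral and stimulator controls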;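 note: 0% = DMSO wells given calcium and 100% = 1 mM EGTA wells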
# SENP6 block – SENP6 protease inhibitors, primary screen, biochemical, luminescence, uHTS; Sentrin-specific protease 6 (Homo sapiens), Q9GZR1; 330,000 compounds, 1.8% hits; inhibition, % at 10 µM; Recombinant SENP6 catalytic domain, aminoluciferin luminescence; AID 2599, 2010;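 active = inhibition above about 50% at the single tested dose, limit read from the data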;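 note: plate controls were DMSO wells with enzyme for no effect and DMSO wells lacking enzyme for full effect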
# Target sequence (Q9GZR1 628-1112 limits assumed): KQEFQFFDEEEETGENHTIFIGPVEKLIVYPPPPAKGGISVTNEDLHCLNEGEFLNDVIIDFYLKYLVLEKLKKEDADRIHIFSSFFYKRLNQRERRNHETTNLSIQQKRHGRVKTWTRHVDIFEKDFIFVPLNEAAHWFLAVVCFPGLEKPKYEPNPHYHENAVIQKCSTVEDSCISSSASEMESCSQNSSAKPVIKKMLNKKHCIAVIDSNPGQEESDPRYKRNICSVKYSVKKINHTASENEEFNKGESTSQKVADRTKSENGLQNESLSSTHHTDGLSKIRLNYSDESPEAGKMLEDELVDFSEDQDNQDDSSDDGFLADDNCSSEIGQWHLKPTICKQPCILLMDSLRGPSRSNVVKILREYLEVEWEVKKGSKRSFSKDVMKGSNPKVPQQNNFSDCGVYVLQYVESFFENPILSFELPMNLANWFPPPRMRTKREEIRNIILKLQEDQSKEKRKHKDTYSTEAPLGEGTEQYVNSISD
# ATG4B inhibitor – ATG4B protease inhibitors, primary screen, biochemical, fluorescence, uHTS | 340,000 compounds, 0.51% hits | inhibition, % at 8.33 µM | ATG4B cleavage of LC3-PLA2, NBD-HPC fluorescence, 1 h; in the data active = inhibition above about 40%
# Target sequence (Q9Y4P1 whole entry, looked up): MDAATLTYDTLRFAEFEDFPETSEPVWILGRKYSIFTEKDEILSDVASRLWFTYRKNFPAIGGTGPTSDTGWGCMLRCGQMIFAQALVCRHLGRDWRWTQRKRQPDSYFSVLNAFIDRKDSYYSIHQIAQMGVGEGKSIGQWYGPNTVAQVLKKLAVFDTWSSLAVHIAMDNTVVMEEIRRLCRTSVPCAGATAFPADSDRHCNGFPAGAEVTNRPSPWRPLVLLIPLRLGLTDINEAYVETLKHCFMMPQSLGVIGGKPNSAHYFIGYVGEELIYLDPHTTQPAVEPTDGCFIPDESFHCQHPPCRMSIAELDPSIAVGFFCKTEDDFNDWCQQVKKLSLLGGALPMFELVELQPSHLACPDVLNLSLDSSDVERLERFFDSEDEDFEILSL
# hIAP activ – human IAP activators, primary screen, biochemical, luminescence, uHTS; purified human IAP, CDP-Star luminescence, 30 min; hits give high values; 1 = vehicle-only enzyme, 0 = enzyme-free background; activation factor at 10 µM; 330,000 compounds, 0.16% hits; AID 2524, 2010;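 active = activation factor of the enzyme at least 2-fold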; note: the source names both 10 and 20 µM as test concentration; values of inactives mirror those of a sister screen read the other way
# PfGluPho inh – PfG6PD enzyme inhibitors, primary screen, biochemical, fluorescence intensity, uHTS | PfGluPho enzyme, NADPH resazurin-diaphorase fluorescence | inhibition, % at 20 µM | 350,000 compounds, 0.78% hits;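 active = inhibition reaching at least a set limit at 20 µM in the primary screen, cut at about 59% in these data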;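 note: 0% = DMSO wells with substrate and 100% = DMSO wells lacking glucose-6-phosphate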
# The depositor's hits bear a star; x = no result given.
SMILES,GRIN3A LBD mod,SENP1 inh,SENP8 block,MPTP inh,SENP6 block,ATG4B inhibitor,hIAP activ,PfGluPho inh
C#CCOCCOCCOCCNc1nc(N2CCN(C(=O)[C@H]([C@@H](C)CC)n3cc([C@@H](N)CC(C)C)nn3)CC2)nc(N2CCN(C(=O)[C@H]([C@@H](C)CC)n3cc([C@@H](N)CC(C)C)nn3)CC2)n1,0,-3,19,19,9,-19,1.1,8
O=C(N/N=C/C(Br)=C/c1ccccc1)c1ccccc1F,-24,3,11,1.7,13,3,0.83,-16
CCOC(=O)C1CCN(S(=O)(=O)c2ccc3[nH]c(=O)ccc3c2)CC1,-2,-4,8,0.5,9,-7,1,-14
Cc1ccc(Nc2nnc(SCC3CCCCO3)s2)cc1 (stereo not drawn),-7,1,6,0.4,-10,-1,1.1,51
Cc1ccc2nc(N3C(=O)CNC3=S)sc2c1,-4,-39,-26,1.6,94*,3,1.3,14
Cc1ccc(S(=O)(=O)N(CC(=O)N/N=C/c2cccc3c2OCCO3)c2ccccc2F)cc1,4,1,-166,3.6,-4,-6,1.4,6
CN(Cc1ccccc1)CC1C2CCC(C2)C1O (stereo not drawn),-2,3,12,0.3,x,6,x,-8
COc1ccc(/C(O)=C2\C(=O)C(=O)N(CCN(C)C)C2c2cc(OC)c(OC)c(OC)c2)c(C)c1 (stereo not drawn),-1,-3,27,-2.6,-12,-3,1.3,14
CCOc1ccc(OCc2ccc(C(=O)NN=Cc3ccc[nH]3)cc2)cc1,19*,0,-338,0.5,93*,-4,1,3
Cc1ccc(NC(=O)CSC2=C(C#N)C(c3ccc4c(c3)OCO4)C3=C(CCCC3=O)N2)c(C)c1 (stereo not drawn),-6,-17,-86,2.5,-2,1,0.88,7
COc1ccccc1Nc1nn2c(=O)c3ccc(C(=O)N4CCC(C)CC4)cc3nc2s1,-8,1,-178,-0.4,9,19,1.1,15
Cc1cc(-c2ccccc2)nc2oc3c(c12)NC(=O)CN(c1ccccc1)C3=O,1,-10,-19,1.8,-8,-2,1,-5
Nc1ccn(CC(=O)NCCCc2ccccc2)c(=O)n1,1,2,4,-0.2,-2,6,0.91,-17
Cc1cc(C)n(-c2nc3ccccc3nc2Nc2ccc(CC(=O)O)cc2)n1,-1,-77,-69,-1.2,-2,-10,1.1,-29
Cn1/c(=N\NC(=O)c2ccccc2Cl)sc2ccccc21,3,7,-27,-2.4,13,11,0.84,-5
CN(CCC#N)C(=O)COc1ccc(Br)cc1Cl,1,0,-2,-1.6,7,-3,1,-6
CN1CCCc2cc(C=O)ccc21,0,-3,-129,-0.6,-8,-11,1.1,15
N#Cc1ccc(-c2ccccc2)nc1SCC(=O)c1cc2ccccc2oc1=O,-4,-24,-108,4.0,-6,-1,1.2,-21
CN1CCN(C(=O)CNC(=O)c2cccs2)CC1,4,-1,4,-2.2,0,7,0.91,5
O=C(c1ccccc1F)N1CCN=C1SCc1cccnc1,1,0,1,-0.2,-1,-10,0.88,-4

# Six compounds from above, arranged by heavy-atom count, descending.
SMILES,GRIN3A LBD mod,SENP1 inh,SENP8 block,MPTP inh,SENP6 block,ATG4B inhibitor,hIAP activ,PfGluPho inh
COc1ccccc1Nc1nn2c(=O)c3ccc(C(=O)N4CCC(C)CC4)cc3nc2s1,-8,1,-178,-0.4,9,19,1.1,15
Cc1cc(C)n(-c2nc3ccccc3nc2Nc2ccc(CC(=O)O)cc2)n1,-1,-77,-69,-1.2,-2,-10,1.1,-29
CCOc1ccc(OCc2ccc(C(=O)NN=Cc3ccc[nH]3)cc2)cc1,19*,0,-338,0.5,93*,-4,1,3
CCOC(=O)C1CCN(S(=O)(=O)c2ccc3[nH]c(=O)ccc3c2)CC1,-2,-4,8,0.5,9,-7,1,-14
O=C(c1ccccc1F)N1CCN=C1SCc1cccnc1,1,0,1,-0.2,-1,-10,0.88,-4
O=C(N/N=C/C(Br)=C/c1ccccc1)c1ccccc1F,-24,3,11,1.7,13,3,0.83,-16

# (listing goes on)
SMILES,GRIN3A LBD mod,SENP1 inh,SENP8 block,MPTP inh,SENP6 block,ATG4B inhibitor,hIAP activ,PfGluPho inh
COc1ccccc1C1c2ccc3ccccc3c2Oc2ncn(CCN(C)C)c(=N)c21 (stereo not drawn),0,-5,15,-1.6,7,-16,0.89,7
CC(C)c1ccc(/C=N/N2CCCCC2)cc1,5,-1,10,-0.4,-14,-7,1,8
CCOc1ccc(C(=O)CCC(=O)N2CCN(S(=O)(=O)c3cccc(F)c3)CC2)cc1,1,0,21,0.7,-19,5,0.9,-3
COc1ccc(/C(O)=C/C(=O)C(=O)NNC(=O)c2ccccc2)cc1,-3,13,-8,2.0,-12,2,2.2*,-48
COc1cc(NC(=O)CCc2nnc3ccc(N4CCCC4)nn23)cc(OC)c1OC,-3,1,-17,-0.6,-3,-5,1.1,8
O=C(CN1CCN(S(=O)(=O)c2cccc(F)c2)CC1)Nc1ccnn1C1CCCC1,4,0,5,-1.7,6,-44,0.91,-10
CCc1ccc(N(C(=O)CCC(=O)Nc2cc(C)on2)C(C(=O)NC2CCCC2)c2ccco2)cc1 (stereo not drawn),-2,4,14,-2.4,-7,-13,0.91,15
O=C(Nc1cc(S(=O)(=O)N2CCOCC2)ccc1N1CCOCC1)c1ccccc1F,2,1,4,-0.9,5,-46,0.99,0
Cc1ccc(C(=O)OCC(=O)Nc2ccc(N3CCOCC3)cc2)cc1,2,4,2,-0.2,-18,-4,0.92,-1
Cc1cccc(C(C)C)c1NC(=O)COC(=O)CCN1C(=O)C2CC=CCC2C1=O (stereo not drawn),2,0,8,1.1,5,3,0.91,-12
CCn1c(O)c(C=Nc2ccccc2)sc1=S,-8,x,x,x,81*,13,1.1,68*
S=c1[nH]nc(-c2ccncc2)n1/N=C/c1ccccc1Cl,-1,3,25,3.4,-13,1,1.3,43
CCN(CC)C(=O)c1ccc(C(=O)c2ccccc2)cc1,0,1,-2,0.4,8,-14,0.97,-5
CC1CCc2sc(C(=O)Nc3nnc(SCc4ccc(F)cc4)s3)cc2C1 (stereo not drawn),-8,-18,-287,0.4,8,-1,0.86,-12
CCOC(=O)c1c(CC(C)C)csc1NC(C)=O,-2,0,17,1.6,-13,0,1.5,-6
Cc1cccc(OCc2nnc(SCC(=O)Nc3nccs3)o2)c1,1,2,13,-2.8,-10,0,1.1,-20
C[C@@H]1CN([C@@H](C)CO)S(=O)(=O)c2ccc(-c3ccc(C(=O)N(C)C)cc3)cc2O[C@@H]1CN(C)Cc1ccccc1C(=O)O,x,2,18,-1.1,x,x,x,1
COCCNC(=O)C(OC(=O)CC1Sc2ccccc2NC1=O)c1ccncc1 (stereo not drawn),-2,6,10,2.2,9,0,0.88,-4
C/C(=N\NC(=O)c1ccoc1C)c1cccc2ccccc12,0,2,12,0.1,x,-1,x,-3
COc1ccc(Cl)cc1C(=O)Nc1ccc(OCC(=O)N2CCOCC2)cc1,0,2,14,-0.3,0,-3,1.2,-3
O=C(N=C1SC2CS(=O)(=O)CC2N1c1ccccc1)c1ccccc1 (stereo not drawn),1,1,5,-1.1,-20,-2,1.1,-2
c1ccc(CCC2Cc3ccccc3N2)cc1 (stereo not drawn),4,1,0,0.6,-2,-10,0.97,9
COc1c(OC)c(O)c2c(=O)cc(-c3c(O)cccc3O)oc2c1OC,-7,1,27,1.6,-14,3,0.94,-12
CCOc1ccc(OCc2ccc(C(=O)NC(C)(C)C)o2)cc1,0,1,-4,30,2,-3,0.82,-8
COC(=O)C1CCN(Cc2cc(=O)oc3cc(OC)ccc23)CC1,0,-27,-408,1.0,3,0,1.1,4
CC1CCc2c(sc(NC(=O)COC(=O)c3ccc(NC(=O)CC#N)cc3)c2C#N)C1 (stereo not drawn),26*,-24,-39,0.3,-18,-10,1.2,-8
CN1CCN(S(=O)(=O)c2cccc(S(=O)(=O)c3ccc(Cl)c(Cl)c3)c2)CC1,9,3,10,-0.5,-6,-6,1.1,20
Cc1ccc(S(=O)(=O)NCC(=O)NCC(=O)N(C)Cc2ccc(Br)s2)cc1C,x,0,12,0.1,x,x,x,20
O=C(Nc1ccccn1)c1ccc2c(c1)S(=O)(=O)c1ccccc1C2=O,1,3,21,0.1,5,9,1.1,12
O=C1c2cccc3c(Nc4ccccc4Cl)c([N+](=O)[O-])cc(c23)C(=O)N1CCO,-6,4,33,11,-10,-12,0.84,12
CCc1ccc(-c2nc(SCC(=O)N(CC)C3CCS(=O)(=O)C3)n[nH]2)cc1 (stereo not drawn),-2,1,-14,-1.2,7,-12,1.2,-7
Cc1[nH]nc2c1C(c1cnn(C)c1)C(C#N)=C(N)O2 (stereo not drawn),1,-2,23,0.5,-4,6,1.2,-2
COc1ccc(CNC(=O)CN2C(=O)C(c3ccccc3)Oc3cccnc32)cc1 (stereo not drawn),-2,-7,2,0.4,-14,-11,1.2,-5
Cn1c(-c2ccccc2)cc(=O)c2ccccc21,0,-2,4,0.9,-7,-13,0.89,8
Cn1c(=O)n(C)c2cc(NS(=O)(=O)c3ccc4c(c3)CCCC4)ccc21,0,-7,-67,28,-11,-4,0.97,-3
CC(/C=C/c1ccco1)=N/NC(=O)c1ccccc1Cl,-1,-8,-7,1.8,-25,3,1.1,34
CC(C)N=C(Nc1cccnc1)c1ccccc1,1,1,4,0.2,15,-6,0.99,1
Cc1cc(SCC(=O)N/N=C/c2ccc(C(=O)O)cc2)nc2ccccc12,2,-3,24,0.4,10,0,0.94,-4
Brc1ccccc1OCCOCCOc1cccc2cccnc12,1,2,-144,-4.3,9,8,0.79,16
O=C(CN1CCCCCC1)N1c2ccccc2Sc2ccccc21,-1,-3,14,-4.2,4,-6,1.1,7
O=C(Nc1ccc(NS(=O)(=O)c2ccccc2)cc1)c1ccc(Cl)cc1,-5,0,5,0.5,8,-8,1.3,0
CSCCNCc1c(C(=O)N2CCOCC2)nc2c(C)cccn12,2,-2,-11,-0.3,-11,7,1,-10
COC(=O)c1sccc1NC(=S)N1CCN(c2ccc(F)cc2)CC1,1,0,12,1.5,-4,1,0.87,-7
COc1ccc(OC)c(N=C2C(=O)Nc3ccccc32)c1,-1,3,9,3.0,6,-9,0.84,16
CC(NC(=O)Nc1ccc(Cl)cc1)C1CCCO1 (stereo not drawn),-2,1,9,0.2,-4,-3,1.1,-14
O=C(CNC(=O)c1ccc(F)cc1)NCc1ccc(S(=O)(=O)N2CCOCC2)cc1,1,3,8,-0.5,-1,1,0.96,7
O=C(CSc1ccc(Cl)cc1)N1N=CCC1c1ccccc1 (stereo not drawn),-1,0,6,2.4,-15,-6,0.89,4
Cc1ccc(S(=O)(=O)NNc2nnc(C)c(=O)[nH]2)cc1,-1,1,-1,-0.5,-2,0,1.1,23
CC1=C/C(=C(\c2ccc(O)c(C)c2)c2ccccc2S(=O)(=O)O)C=CC1=O,0,8,17,0.4,43,8,0.95,-7
Cc1ccc(S(=O)(=O)NC(CC(=O)NCC2CCCO2)c2ccccc2)cc1 (stereo not drawn),-1,0,8,0.7,-32,-10,1.1,9
Cc1onc(-c2ccccc2Cl)c1C(=O)NCc1ccc2c(c1)cc(C)n2C,-1,-8,-58,1.8,13,-1,0.87,3
O=C(NCc1nnnn1-c1ccc(F)c(F)c1)C(=O)c1c[nH]c2ccccc12,0,3,2,-3.8,-11,-19,1.2,5
COc1cccc(C(=O)Nc2cccc(NC(C)=O)c2)c1,-19,0,5,-6.2,4,3,1,5

# Bioassay records: PubChem BioAssay, Sanford-Burnham Center for Chemical Genomics

# No enrichment for hits. About 6.7% of those tested had a hit in this group.
